PG9 Ab binder = binds the HIV-1 gp120 antibody PG9 | inhibition, % at 6.7 µM | 360,000 compounds, 0.43% hits | TR-FRET gp120-PG9 antibody binding; in the data active = inhibition above about 8.5%
HTRA1 inh = blocks human HTRA1 serine peptidase. Q92743. recombinant HTRA1, FP-rhodamine activity-based probe, fluorescence polarization. inhibition, % at 5.96 µM. 340,000 compounds, 0.5% hits; in the data active = inhibition above about 36%;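 also: 0% = enzyme with DMSO and 100% = wells lacking enzyme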
rCAG RNA binder = molecules binding r(CAG) RNA repeats; r(CAG) RNA repeat, TO-PRO-1 dye displacement fluorescence; inhibition, % at 3 µM; 370,000 compounds, 1.3% hits; AID 651821;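 active = inhibition above the plate cutoff, the mean of all test compounds on that plate plus 3 SD, cut at about 35% in these data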;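 also: 0% = DMSO alone and 100% = 100 µM mitoxantrone as full dye displacement; higher means more dye released from RNA so lower well fluorescence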
MBD2 DNA inh = inhibitors of human MBD2 binding to methylated oligonucleotide; TR-FRET; inhibition, % at 4.4 µM; 370,000 compounds, 0.31% hits; AID 686964; in the data active = inhibition above about 13%
TCR-CD3 inh = human TCR-CD3 binding inhibition; AID 651800; inhibition, % at 9.4 µM; 360,000 compounds, 0.37% hits; TAMRA-labeled TCR probe fluorescence, biochemical; in the data active = inhibition above about 19%;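 also: recombinant mutant TCR 2C K166C tagged with TAMRA read by polarization; 0% = receptor in buffer alone and 100% = receptor with positive control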
Rev-erbA mod = modulates human Rev-erb alpha binding to DNA. 370,000 compounds, 0.79% hits. P20393. Rev-erbα–FITC-DNA binding, fluorescence polarization, 90 min. AID 1259318. activity, % at 10 µM;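 active = activity above about 14%, limit read from the data; passing the limit was not always enough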;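 also: 0% = DMSO wells with 35 nM protein and 100% = DMSO wells with 750 nM protein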
PRMT1 inh = inhibitors of human PRMT1. Q99873. recombinant PRMT1, activity-based probe fluorescence polarization. inhibition, % at 2.79 µM. 370,000 compounds, 1.3% hits. AID 652257;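 active = inhibition above about 21% made by adding two undisclosed values, limit read from the data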
mABHD4 FP = inhibits mouse alpha/beta hydrolase domain 4. Q8VD66. purified mABHD4, FP-Rh probe fluorescence polarization. inhibition, % at 8.92 µM. 370,000 compounds, 0.54% hits;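 active = inhibition exceeding the mean over every tested compound plus 3 SD, cut at about 30% in these data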;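 also: 0% = plate median of compound wells and 100% = S159A mutant with DMSO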
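Test system: mABHD4 protein | Buffer or medium: HEPES pH 7.0 buffer, 150 mM NaCl, 0.01% Pluronic F-127 | Probe or stimulus: FP-Rh fluorescent activity-based probe, added after compound pre-incubation | Timing: Pre-incubation 45 min, probe exposure 60 min, at 25 °C | Technique: Fluorescence polarization, excitation 525 nm, emission 598 nm, BODIPY TMR filters | Repeats: Single well per compound (singlicate)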
UHRF1 binding = blocks human UHRF1 binding to methylated DNA; UHRF1 binding to methylated oligo, TR-FRET; inhibition, % at 4.4 µM; 370,000 compounds, 0.75% hits; in the data active = inhibition above about 21%;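 also: UHRF1 SRA domain binding a hemimethylated CpG hairpin DNA probe; 0% = median of test compound wells and 100% = reference inhibitor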
Target sequence (Q96T88 whole entry, looked up, the tested form may be a part): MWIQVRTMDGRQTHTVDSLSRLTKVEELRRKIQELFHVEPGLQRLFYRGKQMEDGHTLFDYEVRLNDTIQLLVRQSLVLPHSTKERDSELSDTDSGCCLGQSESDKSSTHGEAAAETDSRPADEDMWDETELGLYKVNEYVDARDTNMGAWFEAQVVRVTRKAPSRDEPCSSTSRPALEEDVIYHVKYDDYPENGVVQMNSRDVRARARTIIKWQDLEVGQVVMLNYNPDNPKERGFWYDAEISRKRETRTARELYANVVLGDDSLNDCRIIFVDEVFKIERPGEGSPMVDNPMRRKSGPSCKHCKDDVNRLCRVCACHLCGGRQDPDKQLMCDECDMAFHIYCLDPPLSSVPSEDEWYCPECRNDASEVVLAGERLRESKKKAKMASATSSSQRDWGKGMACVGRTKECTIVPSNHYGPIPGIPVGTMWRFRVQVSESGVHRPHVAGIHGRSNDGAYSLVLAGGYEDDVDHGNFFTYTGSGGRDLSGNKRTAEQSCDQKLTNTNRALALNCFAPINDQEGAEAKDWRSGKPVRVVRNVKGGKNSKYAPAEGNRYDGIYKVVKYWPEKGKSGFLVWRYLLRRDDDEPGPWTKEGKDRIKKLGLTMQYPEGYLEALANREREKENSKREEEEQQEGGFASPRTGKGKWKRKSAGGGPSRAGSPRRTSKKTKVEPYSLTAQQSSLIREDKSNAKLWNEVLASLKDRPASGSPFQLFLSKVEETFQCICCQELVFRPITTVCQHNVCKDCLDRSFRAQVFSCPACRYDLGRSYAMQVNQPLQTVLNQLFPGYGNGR
LEDGF integ inh = blocks HIV-1 LEDGF/p75-dependent DNA integration. TR-FRET IN-LEDGF/p75 DNA integration, Eu/Cy5. inhibition, % at 3.7 µM. 370,000 compounds, 0.64% hits. AID 743269;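 active = inhibition above the screen-wide mean plus 3 SD, cut at about 13% in these data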;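 also: signal is the Cy5 over europium emission ratio at 671 and 618 nm; 0% = plate median of compound wells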
* hit, by the source's call; · = not tested or not shown. An excerpt (hit frequency here may not be typical).

canonical_smiles	PG9 Ab binder	HTRA1 inh	rCAG RNA binder	MBD2 DNA inh	TCR-CD3 inh	Rev-erbA mod	PRMT1 inh	mABHD4 FP	UHRF1 binding	LEDGF integ inh
CC(=O)Nc1ccc(S(=O)(=O)N(C)c2nc3ccccc3nc2Cl)cc1	0.0	-3	5	2	-6	-4	1	-1	1	1
CCCCC/C(=N\NC(=O)CCC(=O)NCc1ccccc1)c1ccccc1	1.4	0	0	6	-4	1	3	-3	3	-5
O=C(NC1CCCCCC1)c1ccc(CS(=O)Cc2ccccc2Cl)o1 (stereo unspecified)	0.8	-7	-5	7	1	6	11	7	2	-1
CCC(CC)C1=NN2C(=N)/C(=C/c3ccc(OC(=O)c4ccco4)cc3)C(=O)N=C2S1	0.0	-4	42*	1	0	-1	2	1	-1	1
c1ccc(C2CC3CC(c4ccccc4)N2O3)cc1 (stereo unspecified)	0.6	1	-2	-1	6	-1	-3	-2	3	-1
Cc1ccccc1NC(=O)CSc1nc2scc(C)c2c(=O)[nH]1	0.6	0	8	4	-3	1	3	3	1	-4
O=[N+]([O-])c1ccc(NN=Cc2cccc(O)c2)nc1	0.4	-7	5	-2	0	1	0	14	-1	-4
O=C(O)C1=C[C@@H](c2ccc(F)cc2)C[C@@H](OCCCCO)O1	0.9	-3	3	2	-4	3	2	7	-1	-1
CCn1c(C)cc(/C=C2\NC(=O)N(Cc3ccccc3)C2=O)c1C	-3.4	4	12	2	2	4	5	1	1	17*
COc1ccc(-c2ccc3c(c2)S(=O)(=O)c2cccc(C(=O)NC4CCCC4)c2C3=O)cc1OC	-1.8	0	2	2	-1	14	1	1	2	3
CC1C(=O)N(Cc2cn(Cc3ccco3)nn2)CCS(=O)(=O)N1Cc1ccc(-c2cccc(N(C)C)c2)cc1 (stereo unspecified)	-1.1	-4	7	-1	-1	-5	0	-10	-1	-3
CC(C)(C)NC(=O)C(Cc1ccccc1)N1C(=O)c2ccccc2C1=O (stereo unspecified)	0.0	7	-8	8	-9	8	4	-11	1	7
CC(=O)N1c2c(cc(Br)cc2S(=O)(=O)NCc2ccccc2)CC1C (stereo unspecified)	-1.6	6	0	-3	3	1	-2	-3	-3	0
O=C(/C=C/c1ccccc1)C1=C(O)C(=O)N(CCO)C1c1ccc2c(c1)OCO2 (stereo unspecified)	-2.2	0	2	-3	4	-1	2	7	-7	9
COC(C[C@@H]1O[C@@H]1C(=O)COCc1ccccc1)OC	0.3	-2	-2	7	0	-1	-3	1	3	-2
CCOc1ccc(C(C)NC(=S)NCc2ccc(Cl)cc2)cc1 (stereo unspecified)	-1.5	-36	-3	2	0	-1	-4	-19	-7	4
Cc1cc[n+](-c2[nH]c(=O)sc2/C=N/N=C(\[O-])c2ccncc2)cc1C	-9.3	0	2	-3	-6	7	2	3	-5	0
CN(C1CCCCC1)S(=O)(=O)c1cccc(C#N)c1	-1.1	4	-2	-6	4	-1	-1	-3	0	-6
CN(CC(=O)Nc1ccc(F)c(F)c1F)C(=O)CN1C(=O)C2CCCCC2C1=O (stereo unspecified)	-1.7	2	-5	-3	-5	3	1	6	1	-1
CC(=O)Nc1ccc(Nc2ncnc3c2cnn3-c2ccccc2)cc1	1.2	2	2	1	1	7	-5	-3	0	-2
Cc1ccc[n+](CC(=O)c2ccc(Br)cc2)c1	-1.5	-3	3	-11	1	5	-1	-10	0	7
O=C(NC1CC1)C1=C[C@@H](c2ccccc2)C[C@@H](OCCCCO)O1	-0.1	2	-1	0	4	-3	-1	4	-5	-1
Cc1cccc(C)c1N1C(=O)c2ccccc2NC(=O)C1C(=O)NCCc1ccccc1F (stereo unspecified)	0.7	·	2	1	2	1	-7	-2	1	3
Cc1cc(C(F)(F)F)n2nc(-c3cnn(C)c3C(F)(F)F)cc2n1	-3.4	-3	-2	4	-3	4	-3	-5	-3	2
Cc1ccc(C(=O)Oc2ccc(N3C(=O)CCC3=O)c(C)c2)cc1	-1.3	6	-4	6	5	4	-3	2	-1	1
O=C(c1ccccc1)N1CCN(C(=O)c2cccnc2)CC1	-1.7	8	1	-1	-3	2	-4	-12	-1	2
COc1ccc(N/C=C/C(=O)c2ccc(Cl)cc2)cc1	-1.1	-5	2	2	5	-2	-1	-5	0	0
CN(C)S(=O)(=O)c1cccc(C(=O)NCCOC(=O)c2cc(F)c(F)cc2Cl)c1	1.3	-1	0	1	2	0	2	3	-1	-1
Cc1nc(SCC(=O)NCc2ccc3c(c2)OCO3)nc(C)c1C	0.5	-1	-1	4	-8	-2	6	-14	6	0
Oc1c(Br)cc(Br)cc1C=NCc1ccccc1	-2.1	16	9	3	-5	-1	6	16	-5	2
O=C(CSc1nc2[nH]ncc2c(=O)[nH]1)N1CCCC1	-0.9	3	-3	2	5	-1	-3	2	-2	-3
COc1cc(C(=O)NC(=S)Nc2ccccc2[N+](=O)[O-])cc(OC)c1OC	0.6	8	-2	5	-3	2	-3	1	-1	0

Next part (two carried over from the part before).
canonical_smiles	PG9 Ab binder	HTRA1 inh	rCAG RNA binder	MBD2 DNA inh	TCR-CD3 inh	Rev-erbA mod	PRMT1 inh	mABHD4 FP	UHRF1 binding	LEDGF integ inh
O=C(CSc1nc2[nH]ncc2c(=O)[nH]1)N1CCCC1	-0.9	3	-3	2	5	-1	-3	2	-2	-3
COc1cc(C(=O)NC(=S)Nc2ccccc2[N+](=O)[O-])cc(OC)c1OC	0.6	8	-2	5	-3	2	-3	1	-1	0
O=C(NCC1CCN(C(=O)C(=O)c2cc3ccccc3o2)CC1)c1ccc2c(c1)OCCCO2	-2.3	·	2	0	0	-5	2	6	3	-2
O=C(NCCc1ccc(F)cc1)c1ccc2c(=O)n3c(nc2c1)CCC3	0.6	-8	-1	1	1	2	2	-11	2	1
COC(=O)C1=C(C)N(Cc2ccc(C)cc2)C(=O)/C1=C\c1ccc(O)c(OC)c1	-3.2	1	15	-10	10	3	27*	33*	-5	4
CC(OC(=O)c1ccc(Br)o1)C(=O)NCC1CCCCC1 (stereo unspecified)	1.6	5	1	3	-2	1	1	-3	7	-3
Cc1cccc(C2c3[nH]c4ccccc4c3CCN2C(=O)Cc2n[nH]c(C)n2)n1 (stereo unspecified)	-0.8	-5	-4	2	4	0	-3	2	1	1
COc1ccc(S(=O)(=O)Nc2ccc(S(=O)(=O)Nc3cc(C)nc(C)n3)cc2)cc1OC	0.4	-3	4	-6	6	-4	4	4	-2	2
O=C(NCc1ccco1)C1CCCN(S(=O)(=O)c2ccccc2F)C1 (stereo unspecified)	·	·	2	4	·	-2	0	2	-1	-4
CCOc1ccc(C(=O)NC(C)(C)CC)cc1	-1.4	-6	6	-1	-3	2	-2	-7	3	5
CC(C)(C)S(=O)(=O)N1C[C@H]2CC(=O)C=C2[C@@H]1CCO	-0.4	·	1	1	-6	-1	-3	6	13	-1
COC(=O)c1ccc(COC(=O)C2CCN(S(=O)(=O)c3ccccc3C(=O)OC)CC2)cc1	0.2	-6	2	-2	2	2	1	-10	-3	1
O=C(CSc1nnc(CCCO)n1-c1ccccc1)NCCc1ccccc1	0.7	4	-7	3	3	-2	1	-6	1	-1
CNc1nnc(C(F)(F)F)s1	-1.5	-4	0	-3	4	-4	-9	2	1	1
COC(=O)/C(=N/Nc1ccc(C)cc1)N1CCCc2ccccc21	-1.2	-7	-5	1	0	-4	0	-3	0	3
Cc1ccc(-c2cc(C(=O)N3N=C(C(F)F)CC3(O)C(F)F)c3ccccc3n2)cc1C (stereo unspecified)	-2.1	-37	13	3	-3	2	2	-85	2	6
Cc1cc(C)cc(N(C(=O)c2csnn2)C(C(=O)NC(C)(C)C)c2ccccn2)c1 (stereo unspecified)	1.9	-9	-5	1	2	2	1	1	-2	-2
O=C(Nc1ccc(F)cc1F)c1cc2ncc(CCCl)cn2n1	2.5	-4	-3	2	4	3	1	10	6	2
Cc1ccc(C(C)NC(=O)c2c(-c3ccccc3)noc2C)cc1C (stereo unspecified)	-1.3	-13	-5	0	-2	8	0	-5	2	3
C=CCN(CC=C)C(=S)NCCc1ccc(OC)c(OC)c1	-2.2	3	0	-5	4	6	-1	5	-2	2
COC(=O)CCn1nnc(-c2cccs2)n1	0.1	-1	1	-5	1	-5	-2	-5	-4	4
CCOC(=O)[C@@]12CN(C(=O)OC(C)(C)C)CC=C1N(Cc1ccc(OC)cc1)C(=O)[C@H]2CC(=O)N1CCCC1	·	·	2	0	·	-2	5	5	2	-3
COc1ccccc1S(=O)(=O)N(C)C[C@H]1Oc2cc(C#CCC3CCCC3)ccc2S(=O)(=O)N([C@H](C)CO)C[C@H]1C	-1.1	-64	11	14*	-2	-3	5	0	22*	5
COc1ccc(N(C(=O)c2ccncc2)S(=O)(=O)c2cccc([N+](=O)[O-])c2)cc1	-1.5	0	0	2	-8	4	0	0	-2	1
CC1CN(C)C(C)c2c1oc1ccc(N)cc21 (stereo unspecified)	0.4	1	-3	0	3	-3	-1	4	-2	-1
COc1ccc(N(CC(=O)NC2CCCCC2)C(=O)CNC(=O)c2ccco2)cc1OC	-0.4	1	-3	3	4	2	-1	2	-1	0
COc1ccc(S(=O)(=O)CCC(=O)O)cc1	-1.1	6	3	4	5	1	0	-1	0	1
COc1ccccc1-n1cnc2cc(NCc3ccccc3O)ccc21	-1.5	16	11	-4	-1	0	4	2	-1	1
